High-throughput results from PubChem.
aSyn UTR inh – MLPCN primary screen, SNCA 5' untranslated region; alpha-synuclein 5'UTR reporter, inhibitor activity; inhibition, % (tested at 7.5 µM); AID 1813, 2009; hit rate 0.82% among 300,000; in the data active means inhibition above about 60%;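 further: H4 neuroglioblastoma cells stably carrying SNCA 5'UTR luciferase fusion; 0% = DMSO wells and 100% = positive control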
HSF1 inhib – HSF1 inhibitors in luciferase reporter cells, primary screen, cell-based, NIH3T3, luminescence. activity change, negative = inhibition, % at 7.5 µM (by protocol). AID 2098, 2009. hit rate 0.77% among 300,000. NIH3T3-HGL HSE-luciferase, MG132-induced, luminescence 8 h; hits give low values;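 active means more than half of replicate wells show activity change below -50%, luminescence cut by over half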;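 further: luciferase reports HSF-1 transcriptional activity via heat shock element; 0% = median of DMSO wells and -100% = zero luminescence signal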
HSF-1 act – HSF-1 activators, primary screen, NIH3T3-HGL cells, MG132 stress, luminescence, single point | activation, % at 9 µM | NIH3T3-HGL HSF-1 luciferase reporter, 8 h; 100% = twice DMSO control signal | hit rate 1.7% among 300,000 | AID 504408, 2011;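 active means mean replicate activation of at least 50% with a set share of replicates each reaching 50%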;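 further: 0% = median of the neutral control wells and 100% = twice that signal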
Dyrk1A ADPGlo – rat Dyrk1A kinase inhibitors, primary screen, biochemical, single point, plate reader; hit rate 0.43% among 310,000; inhibition, % at 12.5 µM; ADP-Glo luminescence, NFATc1 peptide; Dual specificity tyrosine-phosphorylation-regulated kinase 1A (Rattus norvegicus), Q63470; in the data active means inhibition above about 50%;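 further: plate controls were vehicle with enzyme for no effect and no enzyme for full effect; many of its hits are not listed in these tables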
GSK3B inh – human GSK3beta kinase inhibitors, primary screen, biochemical, cell-free homogeneous, HTS; Glycogen synthase kinase-3 beta (Homo sapiens), P49841; GST-GSK3beta kinase, ADP-Glo luminescence, 60 min; hits give low values; activity score (negative = inhibition), % at 10 µM; hit rate 0.038% among 300,000; AID 2097, 2009;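 active means more than half of replicate wells score below -50%, meaning over 50% inhibition versus plate controls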;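 further: 0% = median DMSO wells and -100% = median GW8510 positive control wells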
Target sequence (P49841 whole entry, looked up): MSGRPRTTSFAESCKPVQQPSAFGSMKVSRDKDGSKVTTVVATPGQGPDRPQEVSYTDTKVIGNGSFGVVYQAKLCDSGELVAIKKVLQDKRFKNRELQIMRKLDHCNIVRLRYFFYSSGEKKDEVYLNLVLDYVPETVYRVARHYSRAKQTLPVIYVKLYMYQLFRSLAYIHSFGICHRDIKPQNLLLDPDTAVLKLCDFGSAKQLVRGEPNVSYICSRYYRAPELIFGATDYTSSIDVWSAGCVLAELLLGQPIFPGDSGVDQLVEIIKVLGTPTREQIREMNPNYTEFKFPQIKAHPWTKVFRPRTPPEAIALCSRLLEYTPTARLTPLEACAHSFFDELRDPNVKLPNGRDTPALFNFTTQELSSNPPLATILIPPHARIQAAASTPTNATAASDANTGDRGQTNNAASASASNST
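Test system: GST-tagged human GSK3beta kinase, cell-free; evaluation: activity score scaled between in-plate DMSO and GW8510 controls; measured by: ADP-Glo luminescence; incubation: 60 min reaction, RT; benchmarks: DMSO and 20 µM GW8510; reagent: peptide substrate plus 25 µM ATP (final); medium: Tris/MgCl2 kinase buffer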
KLF5 inh – KLF5 expression inhibitors, primary screen, DLD-1 cells, luminescence | hit rate 0.23% among 290,000 | inhibition, % at 5 µM | AID 1700, 2009 | DLD-1 KLF5 promoter-luciferase reporter;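 active means inhibition above a per-plate limit of that plate's mean compound inhibition plus 3 SD, cut at about 60% in these data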;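 further: 0% = DMSO wells and 100% = LY294002 at 200 µM; higher means less KLF5 promoter-driven luciferase light; inactives centre near -14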
Platelet DG rel – inhibitors of platelet dense granule secretion, primary screen, cell-based, MLPCN, human platelets; human platelet-rich plasma, SFLLRN dense granule ATP release, luminescence; inhibition, %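 (compounds screened at 7.5 µM in platelet-rich plasma)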; hit rate 0.22% among 300,000;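 active means mean replicate score, as percent of positive control, at or above 50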
HSP90 inh – HSP90 inhibitors, primary screen, cell lysate, luminescence. Heat shock protein HSP 90 (rabbit reticulocyte lysate; luciferase refolding). Rabbit reticulocyte lysate, luciferase refolding luminescence, 3 h. inhibition, % at 5.6 µM. hit rate 0.91% among 290,000. AID 1789, 2009;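 active means inhibition above the screen-wide mean plus 3 SD, computed separately per campaign, cut at about 16% in these data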;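 further: 0% = DMSO wells and 100% = 60 µM geldanamycin wells; inhibitors lower the luminescence because luciferase stays unfolded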
IEC-6 tox – cytotoxicity in IEC-6 intestinal epithelial cells, primary screen, cytotoxicity control for KLF5 inhibitor project, cell-based, luminescence; IEC-6 cytotoxicity, luminescence viability; inhibition, % at 5 µM; hit rate 0.78% among 290,000; in the data active means inhibition above about 22%;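 further: 0% = plate median of test compound wells and 100% = cytotoxic reference compound wells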
GSK3 alpha inh – blockers of GSK3A enzyme activity – biochemical, luminescence, cell-free homogeneous, HTS, primary screen. inhibition, % at 10 µM. Glycogen synthase kinase-3 alpha (Homo sapiens), P49840. hit rate 0.1% among 320,000. GSK-3 alpha kinase, ADP-Glo luminescence, 60 min;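 in the data active means inhibition above about 50%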;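 further: GST-tagged GSK-3 alpha with peptide substrate and 25 µM ATP; 0% = DMSO neutral wells and 100% = GW8510 positive control wells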
Target sequence (P49840 whole entry, looked up): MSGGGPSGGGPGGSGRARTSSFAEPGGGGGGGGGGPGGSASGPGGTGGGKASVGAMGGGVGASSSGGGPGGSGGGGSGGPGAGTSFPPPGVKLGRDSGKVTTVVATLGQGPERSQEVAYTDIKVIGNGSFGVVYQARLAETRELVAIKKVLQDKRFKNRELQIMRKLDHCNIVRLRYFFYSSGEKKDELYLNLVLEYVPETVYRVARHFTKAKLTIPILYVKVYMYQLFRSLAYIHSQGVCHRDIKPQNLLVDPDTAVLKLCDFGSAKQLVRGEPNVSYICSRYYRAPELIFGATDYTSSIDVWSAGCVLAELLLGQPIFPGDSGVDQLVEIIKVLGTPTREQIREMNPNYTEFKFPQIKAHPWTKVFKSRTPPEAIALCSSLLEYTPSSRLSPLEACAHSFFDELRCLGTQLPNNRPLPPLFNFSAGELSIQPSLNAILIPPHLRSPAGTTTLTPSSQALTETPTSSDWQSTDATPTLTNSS
Numbers without * were called inactive; . = no result given. An excerpt (hit frequency here may not be typical).

SMILES	aSyn UTR inh	HSF1 inhib	HSF-1 act	Dyrk1A ADPGlo	GSK3B inh	KLF5 inh	Platelet DG rel	HSP90 inh	IEC-6 tox	GSK3 alpha inh
O=S(=O)(Nc1cccc(-n2cnnn2)c1)c1cc(Cl)ccc1Cl	-6.9	-88.0*	-91.2	6.4	-0.6	-9.2	-7.1	1.9	2.7	6.3
CCCCS(=O)(=O)C(=C1Nc2ccccc2N1)S(=O)(=O)CCCC	14.1	-3.3	-5.8	3.8	2.8	-17.6	-2.8	10.6	-3.9	-3.2
CCn1ccnc1CN(C)Cc1c(C(=O)N2C[C@@H](C)O[C@@H](C)C2)nc2ccc(Cl)cn12	-2.4	-6.6	12.3	-8.5	1.6	-32.2	-9.2	-4.1	-2.2	0.2
COc1cccc(C(=O)NCCCN2CCN(CCCNC(=O)c3cccc(OC)c3)CC2)c1	19.5	-8.1	12.0	-4.6	-0.7	-36.5	2.1	0.5	-4.3	1.0
COC(=O)c1cc(NC(=O)C2C3C=CC(C3)C2C(=O)O)cc(C(=O)OC)c1 (stereo not drawn)	11.9	-8.5	-5.2	0.7	2.5	6.9	-8.0	-0.9	-3.4	.
C=CCn1c(O)c(C(CC)=NCc2cccnc2)c(=O)[nH]c1=O	11.2	1.2	4.0	.	2.6	-26.6	-4.1	-0.3	2.6	12.9
CN(Cc1ccccc1)Cc1nc2c(c(=O)n(C)c(=O)n2C)n1Cc1ccc(F)cc1	20.5	2.2	9.7	0.8	5.3	4.8	-3.1	-4.2	1.8	.
O=C(NC(=S)N1CCN(C/C=C/c2ccccc2)CC1)c1ccc(F)cc1	13.1	1.9	3.5	2.0	-1.3	13.3	3.0	-0.9	-2.6	-2.9
O=C(CCN1C(=O)c2ccccc2C1=O)NCCCn1ccnc1	0.4	4.4	4.0	-0.7	3.8	-13.7	-3.5	0.9	-2.2	-3.6
CC(/C=N/NC(=O)c1nnn(-c2nonc2N)c1CN1CCCCC1)=C\c1ccccc1	-4.9	2.5	7.0	1.3	-2.3	-7.1	0.7	13.7	3.1	0.0
O=S(=O)(Cc1ccccc1)N1CCCCC1	-4.5	-5.1	-15.0	7.3	0.0	-25.9	3.3	-2.2	-2.3	-0.8
Cc1cccc(C)c1NC(=O)C[n+]1cc(-c2ccccc2)n2c1CCC2	-5.1	-2.6	8.2	7.7	-0.9	-3.9	-10.4	2.8	-0.7	-15.3
Cc1cc(CN2CCCCC2C(=O)Nc2ccc(Oc3cccnc3)cc2)oc1C (stereo not drawn)	-40.4	6.3	21.7	4.2	2.8	-70.9	0.5	-5.2	-0.2	-1.6
O=C(NCCc1nc2ccccc2[nH]1)c1cc([N+](=O)[O-])cc([N+](=O)[O-])c1	6.5	4.4	10.4	4.8	5.8	-9.8	-0.7	-3.0	0.6	0.6
Cc1ccc(SCCC(=O)NCC2CCCO2)cc1 (stereo not drawn)	0.1	-0.9	6.5	3.6	4.7	-28.2	1.5	-2.2	-3.8	5.3
COc1ccc(C(=O)N2c3ccc(F)cc3CCC2C)cc1OC (stereo not drawn)	23.7	-1.6	20.3	13.3	1.1	9.9	.	3.0	4.7	2.0
COC(=O)N/N=C/c1ccccc1Cl	3.3	-1.7	0.6	5.4	0.0	-12.3	-15.5	4.3	3.1	.
Cc1cc(NC(=O)COC(=O)[C@@H](NS(=O)(=O)c2ccc(Br)cc2)C(C)C)no1	-4.7	0.8	1.1	-2.1	0.2	-7.1	2.8	-2.1	3.9	-0.1
CC(=O)Nc1nnc(SCc2cc(=O)c(OC(=O)c3ccccc3)co2)s1	-15.1	-4.4	8.9	3.3	-0.3	-29.1	-1.9	2.0	2.4	-2.4
O=C(Nc1cccc(S(=O)(=O)N2CCCCCC2)c1)C1CCC1	9.4	0.0	-2.1	-1.3	-3.8	.	16.8	.	.	3.3
CCc1ccc(CN/C=C/C(=O)c2ccc(Br)cc2)cc1	-11.5	8.5	0.4	6.1	-1.3	-31.9	-2.4	1.4	-0.9	-5.1
COCc1cc(C)nc(Sc2nc3c(c(=O)n(C)c(=O)n3C)n2C)c1C#N	-24.9	2.9	22.1	5.9	0.5	-37.8	-1.3	6.3	0.0	.
Cc1nc2n(n1)C(O)c1cc([N+](=O)[O-])ccc1S2 (stereo not drawn)	13.0	-1.9	2.7	.	3.8	-6.9	6.3	-3.5	-3.4	-1.9
Oc1c(C(c2ccccc2)N2CCCCC2)sc2ncnn12 (stereo not drawn)	-4.4	4.9	8.0	-3.3	1.5	-0.5	0.3	-0.8	0.8	0.7
Cc1ccc(CS(=O)(=O)Cc2ccc(C(=O)NCc3cccnc3)o2)cc1	18.5	3.0	-3.1	.	2.4	-29.1	-1.7	1.4	1.4	-2.4

(listing goes on)
SMILES	aSyn UTR inh	HSF1 inhib	HSF-1 act	Dyrk1A ADPGlo	GSK3B inh	KLF5 inh	Platelet DG rel	HSP90 inh	IEC-6 tox	GSK3 alpha inh
CC1CCCN(S(=O)(=O)c2ccc(CN3C(=O)c4cccnc4C3=O)cc2)C1 (stereo not drawn)	-3.8	-0.8	-4.4	.	-2.6	3.3	7.5	-3.6	-6.3	1.9
O=C(/C=C/c1ccc(NC(=O)c2ccccc2-c2ccccc2C(=O)O)cc1)c1ccccc1	-31.3	-33.2	-48.7	9.2	5.3	-18.2	-4.4	-0.2	-1.7	6.1
CCn1c(SCc2nc(-c3ccccc3)no2)nnc1-c1cccs1	-1.6	19.5	30.2	-3.0	1.1	3.2	4.1	-1.2	-1.7	-0.1
CC(=O)N1CCN(CC(=O)Nc2cccc(S(=O)(=O)N3CCCCCC3)c2)CC1	-8.1	-7.4	-0.2	-3.0	3.5	-34.6	8.2	2.3	5.7	-5.8
COc1ccc(Cl)cc1Nc1nc(C)nc2c1oc1ccccc12	19.4	-12.7	3.7	4.2	0.1	-3.3	5.5	2.4	14.8	-0.9
Fc1ccc(CN(Cc2ccccc2)C(c2cccs2)c2nnnn2C2CCCCC2)cc1 (stereo not drawn)	22.7	-4.0	-4.7	-8.0	0.4	-8.0	-0.6	11.2	5.0	1.3
COC(=O)c1cc(CNC(=O)c2ccc(N3CCCC3)c([N+](=O)[O-])c2)ccc1OC	16.3	2.1	5.4	-2.9	-1.0	-5.0	-4.4	-0.9	-0.4	0.5
COC(=O)c1cc(NS(=O)(=O)c2ccc(NCc3cccnc3)c(N)c2)cc(C(=O)OC)c1	28.6	7.4	3.2	-1.6	5.2	-24.4	1.5	1.9	-1.0	-1.6
COc1ccccc1N(C(C)=O)c1nc(C)cc(C)c1C#N	9.1	-3.2	-4.3	5.7	1.7	14.6	5.4	3.4	4.1	0.2
CCOC(=O)c1cnc(SCC(=O)Nc2sc(C)c(C)c2C#N)nc1N	30.7	2.2	15.0	-0.5	-4.2	-33.3	-0.3	-1.4	-1.5	-1.9
Cc1ccc(C)c(NC(=O)C2CC=CCC2C(=O)O)c1 (stereo not drawn)	-4.1	-5.5	8.0	-8.2	2.3	2.8	5.6	-5.1	0.4	-5.7
CC(NCC(=O)Nc1cc(S(=O)(=O)N2CCOCC2)ccc1Cl)c1ccc(Cl)cc1Cl (stereo not drawn)	15.2	4.8	2.2	-4.8	3.2	.	-4.5	.	.	-1.3
CC(C)C(NC(=O)CSc1ccc(Cl)cc1)C(C)C	0.9	7.1	33.8	14.7	0.1	-5.2	-6.5	8.3	3.1	-2.8
COc1ccc(C(=O)c2nccc3ccccc23)cc1	-0.7	9.1	13.9	.	1.0	-21.9	-13.2	0.2	-0.1	-3.6
COc1ccccc1-n1cc(-c2ccc(Cl)cc2)[nH]c1=O	-18.0	-1.3	3.0	2.3	-2.1	-30.7	104.8*	-0.7	1.7	-1.0
N#C/C(=C(/O)COC(=O)COc1cccc(Br)c1)c1nc2ccccc2[nH]1	10.3	3.9	-2.7	-5.3	-0.3	-4.8	-6.0	-1.0	1.4	-1.6
COc1ccc(O[C@H]2C=C[C@@H](c3ccccc3)O[C@@H]2COC(=O)CC/C(C)=N/O[C@H](C)c2cn([C@@H]3COC[C@H]3O)nn2)cc1	1.9	5.6	12.2	.	4.0	-30.1	7.4	2.8	-6.8	0.3
CCOc1ccc(C(=O)N/N=C/c2cccc3cccnc23)cc1	-3.7	7.0	21.8	3.8	0.1	5.9	13.0	-4.2	12.1	-5.1
CCOC(=O)CSc1ccc2nnc(-c3ccncc3)n2n1	10.2	23.8	54.8*	13.8	0.0	-27.3	13.7	-0.2	-4.1	81.2*
CCOC(=O)c1csc(NNC=O)n1	-0.9	-5.5	-6.7	-1.2	-0.7	0.9	-0.1	1.2	-4.5	-0.9
CSc1cccc(NC(=O)C2CCN(C(=O)c3ccccc3C)CC2)c1	27.9	-6.1	1.5	-10.0	0.7	-8.1	-4.9	4.9	-0.7	-1.5
Cc1cc(C)c(C2=CC(c3ccccc3)n3ncnc3N2)cc1C (stereo not drawn)	17.8	-10.8	-30.1	.	0.8	.	-1.3	.	.	-2.1
CCc1nnc(NS(=O)(=O)c2ccc(NS(=O)(=O)c3ccccc3)cc2)s1	15.1	-4.7	-6.0	-5.6	-2.5	-16.5	-0.1	0.9	1.7	-0.5
Fc1c(F)c(-n2nnc3ccccc32)c(F)c(F)c1Cl	-9.8	0.4	32.9	0.3	7.7	-15.0	-3.8	-0.4	-5.2	-1.8
COc1ccc(NC(=S)N2CCN(c3ccc([N+](=O)[O-])cc3)CC2)cc1OC	43.7	-4.9	1.6	-1.8	2.4	-13.7	-6.2	0.9	-0.8	0.4
CC1(C)Cc2c(sc3nc(NCCN4CCOCC4)n4ncnc4c23)CO1	0.7	0.4	2.6	6.8	3.0	-11.4	52.3*	4.3	3.0	3.2
COCCn1nnnc1C(c1ccccn1)N1CCN(c2cc(Cl)ccc2C)CC1 (stereo not drawn)	-4.6	5.2	-7.7	6.4	-0.8	10.9	1.5	8.5	5.4	-26.4
CN1CCN(c2nc(-c3cccs3)nc3ccccc23)CC1	8.4	-0.5	14.6	6.7	-1.5	-24.3	-4.3	1.2	-7.8	2.6

Compound profiles, from the list above.
CC(NCC(=O)Nc1cc(S(=O)(=O)N2CCOCC2)ccc1Cl)c1ccc(Cl)cc1Cl (stereo not drawn) is listed as aSyn UTR inh = 15.2; HSF1 inhib = 4.8; HSF-1 act = 2.2; Dyrk1A ADPGlo = -4.8; GSK3B inh = 3.2; KLF5 inh = .; Platelet DG rel = -4.5; HSP90 inh = .; IEC-6 tox = .; GSK3 alpha inh = -1.3
COC(=O)c1cc(NS(=O)(=O)c2ccc(NCc3cccnc3)c(N)c2)cc(C(=O)OC)c1 is listed as aSyn UTR inh = 28.6; HSF1 inhib = 7.4; HSF-1 act = 3.2; Dyrk1A ADPGlo = -1.6; GSK3B inh = 5.2; KLF5 inh = -24.4; Platelet DG rel = 1.5; HSP90 inh = 1.9; IEC-6 tox = -1.0; GSK3 alpha inh = -1.6
